# PMI inhibition: human PMI inhibitors, high substrate, primary screen, biochemical, fluorescence intensity, high mannose 6-phosphate (AID 1220) | Mannose-6-phosphate isomerase (Homo sapiens) | recombinant PMI enzyme, coupled fluorescence intensity; higher % means a stronger effect | inhibition, % at 20 µM, or IC50 in µM where a hit was titrated | actives 0.66% (n = 190,000); in the data active means inhibition above about 50%
# ER stress rescue: rescue of cells from ER stress-induced death, primary screen, 384-well, CSM14.1, thapsigargin, ATP luminescence (AID 1222) | CSM14.1 thapsigargin-induced death rescue, ATP luminescence; higher % means a stronger effect | cellular ATP content (survival), % at 20 µM, or EC50 in µM where a hit was titrated | 190,000 tested, under 10 active;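 active means EC50 below 50 µM in the dose-response confirmation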;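 further: death triggered by thapsigargin at about 15 µM added after 2 h compound pretreatment; cell ATP read after overnight thapsigargin exposure of roughly 18 to 22 hours; normalized against plate controls of thapsigargin alone and 5% DMSO vehicle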
# SIAH1 antagonists: Siah-1 peptide-binding antagonists, primary screen, biochemical, fluorescence polarization, rhodamine-plectin, uHTS (AID 1817); E3 ubiquitin-protein ligase SIAH1 (Homo sapiens); Siah-1 / rhodamine-plectin peptide fluorescence polarization; higher % means a stronger effect; displacement, % at 20 µM; hits with a dose series show IC50 in µM; actives 0.02% (n = 290,000);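 active means displacement of at least 50% at 20 µM, with a fluorescence ratio check between 0.3 and a set limit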;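 further: plate controls were Siah plus tracer with DMSO for no effect and tracer alone without Siah for full effect; strong numbers were not always called active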
# M17LAP inhibition: P. falciparum M17LAP inhibitors, primary screen, biochemical, fluorogenic H-Leu-NHMec substrate, 1536-well (AID 1619); one-dose inhibition, % at 30 µM; IC50 in µM for titrated hits; recombinant M17LAP, H-Leu-NHMec fluorogenic kinetic assay; higher % means a stronger effect; actives 0.38% (n = 220,000); Leucine aminopeptidase (Plasmodium falciparum (isolate 3D7));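 active means compound inhibiting the enzyme by more than half at any dose during confirmatory dose-response retesting; inconclusive means strong single-dose inhibitors picked by rank but not retested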;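 further: plate controls were full reaction with DMSO carrier for no effect and no enzyme background for full effect; strong numbers were not always called active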
# Yfh1-depleted yeast: enhancers of respiration in Yfh1-depleted yeast, dose response, Friedreich's ataxia, plus single-dose screen (AID 1465); S. cerevisiae Yfh1-off respiration, WST-1 reduction, 72 h; higher fold induction means a stronger effect; actives 0.074% (n = 220,000); fold induction at 50 µM; hits with a dose series show EC50 in µM;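 active means fold induction of absorbance versus untreated yeast above a set limit, then at least 30% activation at any dose in follow-up; inconclusive means repeats straddling the limit, or above it without dose testing; inactive means fold induction below the set limit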;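 further: activators that raise dye reduction in frataxin-depleted yeast; strong numbers were not always called active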
# XIAP antagonists: XIAP antagonists, biochemical, IAP family, fluorescence polarization (AID 1018). E3 ubiquitin-protein ligase XIAP (Homo sapiens). one-dose displacement, % at 20 µM; IC50 in µM for titrated hits. XIAP BIR domain, fluorescence polarization peptide displacement; higher % means a stronger effect. actives 0.007% (n = 200,000); in the data active means displacement above about 50%; further: a part of the inactive calls stands beside numbers as strong as those of hits
# P. falciparum M1AAP: P. falciparum M1AAP inhibitors, biochemical, fluorogenic H-Leu-NHMec substrate, 1536-well (AID 1445). Aminopeptidase N (Plasmodium falciparum (isolate 3D7)). inhibition, % at 30 µM, or IC50 in µM where a hit was titrated. actives 0.42% (n = 220,000). recombinant M1AAP, H-Leu-NHMec fluorogenic kinetic assay; higher % means a stronger effect;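 active means primary inhibition above the hit cutoff, then over 50% inhibition at one or more dose response concentrations, cut at about 23% in these data, passing the limit was not always enough; inconclusive means conflicting primary data, or primary hits not chosen for dose response; inactive means low primary inhibition, or under 50% at every dose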;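 further: plate controls were DMSO full reaction for no effect and no enzyme background for full effect; strong numbers were not always called active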
# Salmonella PhoP GFP: inhibitors of PhoP regulon expression, primary screen, Salmonella Typhimurium, GFP reporter (AID 1863) | actives 0.16% (n = 300,000) | S. Typhimurium PhoP-regulated promoter GFP reporter, 4 h; higher % means a stronger effect | inhibition, % at 50 µM; hits with a dose series show IC50 in µM;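 active means inhibition over 29.93%, a cutoff 3 SD above the screen mean, later confirmed by dose response; inconclusive means inhibition over 29.93% but no dose response follow-up; inactive means inhibition at most 29.93% or unconfirmed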;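 further: 0% = low Mg2+ inducing control and 100% = high Mg2+ repressing control; strong numbers were not always called active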
# West Nile antiviral: West Nile virus antiviral activity, cell-based, CPE readout (AID 1621) | West Nile virus-infected cells, CPE inhibition; higher % means a stronger effect | CPE inhibition, % at 10 µM; hits with a dose series show IC50 in µM | actives 0.02% (n = 290,000); in the data active means a potency from the dose series; inconclusive means CPE inhibition mostly from about 3.7% at the one dose, without a potency; inactive means the rest, 99 in 100 with CPE inhibition below about 2.2%; further: strong numbers were not always called active
# Active calls of the source: *; i = inactive; ? = inconclusive; . = no result given.
cpd	smiles	PMI inhibition	ER stress rescue	SIAH1 antagonists	M17LAP inhibition	Yfh1-depleted yeast	XIAP antagonists	P. falciparum M1AAP	Salmonella PhoP GFP	West Nile antiviral
1	O=c1[nH]cnc2scc(-c3ccccc3)c12	-1%	-0.4%	5%	10%	i	0.5%	6%	14%	1.0%
2	COc1ccc(C2=C(C=C(C#N)C#N)C(c3ccccc3C)c3ccccc3O2)cc1OC (stereo unspecified)	6%	-1.3%	-2%	24%	i	-14%	3%	6%	-1.1%
3	Cc1ccc(C(=O)N/N=C\c2cc3c(cc2Br)OCO3)s1	10%	-0.8%	28%	-5%	i	0.3%	1%	-9%	-0.3%
4	COc1cc2c(cc1OC)C1(Nc3c-2c(-c2ccccc2)nn3-c2ccccc2)C(=O)Nc2ccccc21 (stereo unspecified)	8%	0.4%	-2%	1%	i	-4.9%	7%	-13%	2.0%
5	CN(C)/C=C/C(=O)c1ccc(Cl)cc1	-3%	1.0%	3%	27%	i	-3.2%	9%	8%	0.1%
6	Cc1cccc(CN2CCN(CC(=O)NCCCN3CCCC3=O)C2=O)c1	-3%	-2.8%	3%	10%	i	1.5%	7%	5%	0.2%
7	Cc1cc(C)c(C#N)c(OCC(=O)c2ccc(Br)cc2)n1	12%	0.5%	2%	-7%	i	-3.0%	1%	0%	0.2%
8	Cc1cc(C)n(CC(=O)N/N=C/c2cc([N+](=O)[O-])ccc2O)n1	29%	2.8%	-2%	-56%	i	-2.8%	32%	?	-0.3%
9	COc1cccc(C(c2nnnn2CCc2ccccc2)N2CCN(c3ccccc3)CC2)c1OC (stereo unspecified)	22%	-0.1%	-2%	0%	i	-0.1%	-3%	-6%	0.9%
10	CCCCN(C(C)=O)C1CC(=O)N(c2ccc(OCCC)cc2)C1=O (stereo unspecified)	.	.	-2%	-1%	i	.	-4%	-12%	-0.3%

# Overlap with the part before: 4 compounds, then new ones.
cpd	smiles	PMI inhibition	ER stress rescue	SIAH1 antagonists	M17LAP inhibition	Yfh1-depleted yeast	XIAP antagonists	P. falciparum M1AAP	Salmonella PhoP GFP	West Nile antiviral
7	Cc1cc(C)c(C#N)c(OCC(=O)c2ccc(Br)cc2)n1	12%	0.5%	2%	-7%	i	-3.0%	1%	0%	0.2%
8	Cc1cc(C)n(CC(=O)N/N=C/c2cc([N+](=O)[O-])ccc2O)n1	29%	2.8%	-2%	-56%	i	-2.8%	32%	?	-0.3%
9	COc1cccc(C(c2nnnn2CCc2ccccc2)N2CCN(c3ccccc3)CC2)c1OC (stereo unspecified)	22%	-0.1%	-2%	0%	i	-0.1%	-3%	-6%	0.9%
10	CCCCN(C(C)=O)C1CC(=O)N(c2ccc(OCCC)cc2)C1=O (stereo unspecified)	.	.	-2%	-1%	i	.	-4%	-12%	-0.3%
11	CSc1ncccc1C(=O)NCC1CCCCC1	-9%	1.1%	-6%	-2%	i	0.6%	3%	1%	-0.2%
12	CC(C)CN1C(=O)C(=O)N(CC(=O)Nc2cc(Cl)ccc2Oc2ccccc2)C1=O	0%	-1.8%	-6%	-1%	i	-9.1%	-2%	-4%	-0.5%
13	COc1ccc(S(=O)(=O)N2CN(Cc3ccco3)c3nc4ccccc4nc32)cc1	-75%	0.5%	5%	3%	i	2.9%	20%	-30%	0.5%
14	CCOc1cc2c(cc1OCC)C(c1ccccc1OC)OC(=O)C2 (stereo unspecified)	4%	-2.7%	-1%	-2%	i	-0.1%	2%	5%	-0.2%
15	C#CCn1c(=NC(=O)c2cccs2)sc2cccc(OCC)c21	5%	0.1%	10%	3%	i	-8.3%	3%	11%	0.5%
16	O=C(CCN1C(=O)C2C3C=CC(C3)C2C1=O)Oc1ccc2ccccc2c1 (stereo unspecified)	20%	-1.4%	5%	1%	i	-2.6%	0%	0%	-0.1%
17	CC(C)c1nc(SCC(=O)Nc2c[nH]c(=O)[nH]c2=O)c2cnn(-c3ccccc3)c2n1	-11%	1.1%	1%	-6%	i	-4.5%	5%	-5%	-0.9%
18	CC(C)(C)NC(=S)N/N=C\c1ccc(-c2ccc([N+](=O)[O-])cc2)o1	.	.	0%	13%	i	.	19%	-4%	0.4%
19	O=S(=O)(/N=C(/c1ccccc1)N1CCCCCC1)c1ccccc1	-9%	1.1%	0%	-1%	i	-0.5%	1%	-6%	-0.4%
20	CCOC(=O)CSc1ccc(S(=O)(=O)N(CC)CC)cc1[N+](=O)[O-]	-4%	-6.0%	5%	2%	i	-3.3%	7%	-9%	0.4%

# Additional compounds.
cpd	smiles	PMI inhibition	ER stress rescue	SIAH1 antagonists	M17LAP inhibition	Yfh1-depleted yeast	XIAP antagonists	P. falciparum M1AAP	Salmonella PhoP GFP	West Nile antiviral
21	NS(=O)(=O)c1ccc(Cl)cc1[N+](=O)[O-]	.	.	-3%	-6%	i	.	-10%	-2%	-0.4%
22	C/C(=N\OCC(=O)Nn1c(C)nc2ccccc2c1=O)c1cccs1	.	.	5%	-1%	i	.	0%	-11%	0.4%
23	Cn1c(=O)n(C)c2cc(C(=O)O)ccc21	0%	-1.8%	3%	17%	.	-1.1%	5%	-5%	.
24	C=CCNc1nc(N2CCOCC2)c(C#N)c2c1CN(C)CC2	37%	-1.1%	1%	-9%	i	-1.7%	5%	5%	0.5%
25	CC(=O)c1ccc(C(=O)N2CCc3c([nH]c4ccccc34)C2c2cccc(C)n2)s1 (stereo unspecified)	.	.	11%	-6%	i	.	2%	-3%	-0.2%
26	O=C(Nc1ccccc1C(=O)N/N=C/c1ccc(O)cc1)c1ccccc1	.	.	4%	3%	i	.	13%	7%	0.1%
27	COc1ccc(CC(=O)Nc2cc(C)ccn2)cc1	5%	-2.4%	-1%	10%	i	-5.1%	0%	14%	-0.2%
28	O=C(Nc1nc(=O)c2ccccc2s1)c1ccc(Cl)cc1	-32%	-1.9%	31%	-7%	i	-0.4%	4%	-19%	0.0%
29	O=C(NO)C1CC2C=CC1C2 (stereo unspecified)	7%	-1.4%	2%	15%	i	-9.0%	-2%	0%	-0.3%
30	Cc1cc(=O)n2c(ccc3ccccc32)c1C#N	7%	3.5%	-3%	12%	i	-1.9%	8%	2%	0.1%

# The closing three entries of the section above lead into the next:
cpd	smiles	PMI inhibition	ER stress rescue	SIAH1 antagonists	M17LAP inhibition	Yfh1-depleted yeast	XIAP antagonists	P. falciparum M1AAP	Salmonella PhoP GFP	West Nile antiviral
28	O=C(Nc1nc(=O)c2ccccc2s1)c1ccc(Cl)cc1	-32%	-1.9%	31%	-7%	i	-0.4%	4%	-19%	0.0%
29	O=C(NO)C1CC2C=CC1C2 (stereo unspecified)	7%	-1.4%	2%	15%	i	-9.0%	-2%	0%	-0.3%
30	Cc1cc(=O)n2c(ccc3ccccc32)c1C#N	7%	3.5%	-3%	12%	i	-1.9%	8%	2%	0.1%
31	O=C(NCCc1ccncc1)c1ccccc1F	10%	0.2%	-2%	5%	i	-3.7%	3%	14%	0.4%
32	CCOc1ccc(N(C(C)C(=O)NC(C)CC)S(C)(=O)=O)cc1 (stereo unspecified)	2%	-1.2%	-1%	-5%	i	-2.1%	-3%	7%	-0.6%
33	CCN(CC)C(=O)c1[nH]cnc1C(=O)N[C@@H](CC(C)C)C(=O)OCc1ccccc1	9%	1.0%	-2%	-5%	i	-4.1%	-6%	2%	-0.7%
34	COc1cc(/C=C(\C#N)c2ccccn2)ccc1OCC(=O)Nc1ccc(Br)cc1	-12%	-2.8%	3%	-9%	i	-7.9%	-3%	-11%	-0.5%
35	CCCn1nnnc1SCC(=O)Nc1sc(C)c(C)c1C#N	.	.	-3%	12%	i	.	5%	-3%	-0.2%
36	CCOC(=O)N1CCC(N(CCN(C)C)C(=S)Nc2ccccc2Cl)CC1	3%	-0.4%	6%	-2%	i	-8.5%	5%	-2%	-2.0%
37	CS(=O)(=O)c1ccc2nc(NC(=O)C3C4C=CC(C4)C3C(=O)O)sc2c1 (stereo unspecified)	0%	-2.3%	0%	9%	i	-0.9%	4%	3%	0.1%
38	COC(=O)C1C(C(C)C)N(c2ccccc2)OC1(C)O (stereo unspecified)	8%	-1.7%	4%	-5%	i	0.9%	8%	-6%	0.0%
39	Cc1ccnc(NS(=O)(=O)c2ccc(NC(=O)c3ccc(N4C(=O)CCC4=O)cc3)cc2)n1	-6%	0.6%	9%	6%	i	-8.5%	4%	-10%	-0.2%
40	CC1CCC(N(C(=O)c2csnn2)C(C(=O)NC(C)(C)C)c2cccnc2)CC1 (stereo unspecified)	11%	-2.6%	-1%	1%	i	-5.2%	4%	-7%	-0.8%

# Sorted by the number under Salmonella PhoP GFP (high to low): 3 from the list above
cpd | canonical_smiles | Salmonella PhoP GFP
32 | CCOc1ccc(N(C(C)C(=O)NC(C)CC)S(C)(=O)=O)cc1 (stereo unspecified) | 7%
38 | COC(=O)C1C(C(C)C)N(c2ccccc2)OC1(C)O (stereo unspecified) | -6%
39 | Cc1ccnc(NS(=O)(=O)c2ccc(NC(=O)c3ccc(N4C(=O)CCC4=O)cc3)cc2)n1 | -10%

# Following part.
cpd	smiles	PMI inhibition	ER stress rescue	SIAH1 antagonists	M17LAP inhibition	Yfh1-depleted yeast	XIAP antagonists	P. falciparum M1AAP	Salmonella PhoP GFP	West Nile antiviral
41	Cc1c(C(=O)NCC2COc3ccccc3O2)oc2ccc(S(=O)(=O)N(C)C3CCCCC3)cc12 (stereo unspecified)	2%	-1.7%	0%	7%	i	-20%	4%	-4%	-0.1%
42	Cc1cc(C)cc(OCC(=O)NNC(=O)c2cc(C)[nH]n2)c1	0%	-0.9%	3%	17%	i	-1.9%	10%	-11%	0.3%
43	COC(=O)Cn1nnc2c(cnn2-c2ccccc2)c1=O	10%	-1.2%	4%	.	i	-10%	.	.	-0.2%
44	N/C(=N\OC(=O)COc1ccc2ccccc2c1Br)c1ccncc1	17%	1.3%	16%	-4%	i	-3.3%	1%	-12%	-0.5%
45	Cc1ccc(SCCC(=O)Nc2ccc(Br)c(C)c2)cc1	10%	-2.4%	3%	1%	i	-15%	-3%	1%	-0.6%
46	Cc1nc2sc(C(=O)OCC(=O)N3c4ccccc4CC3C)c(C)c2c(=O)[nH]1 (stereo unspecified)	14%	0.3%	-3%	4%	i	-5.6%	2%	-2%	-0.2%
47	Cc1cccn2c(=O)c3cc(C(=O)N4COCC4(C)C)n(C)c3nc12	-2%	-0.9%	2%	-3%	.	-2.1%	15%	-3%	.
48	CCOc1ccc(C(=O)NCC(=O)N2CCc3ccccc3C2)cc1OCC	-2%	-4.8%	0%	-4%	i	-2.7%	0%	2%	-0.2%
